RPL19A-GFP yeast – RPL19A-GFP expression modulators in yeast, primary screen, cell-based, S. cerevisiae, multiplex flow cytometry, MLPCN | S. cerevisiae RPL19A-GFP strain, 3 h; stronger effect = lower value | percent response vs DMSO, % at 10 µM | 330,000 compounds, 0.3% hits | AID 2025, 2009;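 active = percent response vs DMSO below 50%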;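 note: median channel GFP fluorescence of the barcoded RPL19A-GFP strain; ratio of sample median GFP to plate DMSO average so 100% = DMSO; lower means less RPL19A-GFP as with rapamycin TOR inhibition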
MEP2 TOR yeast – modulators of MEP2-GFP levels in yeast, primary screen, S. cerevisiae, multiplex flow cytometry, MLPCN library; AID 2016, 2009; 330,000 compounds, 0.51% hits; GFP response vs DMSO, % at 10 µM; S. cerevisiae MEP2-GFP strain, 3 h; 100% = DMSO control level;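 active = GFP response versus DMSO above a set limit, roughly screen mean plus 3 SD, cut at about 180% in these data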;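 note: median GFP fluorescence of the barcode-gated MEP2-GFP cells per well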
LAP4 TOR yeast – modulators of LAP4-GFP expression in yeast, primary screen, S. cerevisiae, multiplex flow cytometry, MLPCN library. 3 h; median GFP as percent of DMSO wells. GFP response vs DMSO, % at 10 µM. 320,000 compounds, 0.34% hits. AID 2023, 2009;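 active = GFP response vs DMSO above a set limit, about the screen mean plus 3 SD, cut at about 150% in these data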
Yeast superoxide – reduction of superoxide in aged yeast, primary screen, HTS | S. cerevisiae aged cells, superoxide DHE fluorescence; stronger effect = lower value | superoxide response (% of plate mean), % at 10 µM | 330,000 compounds, 0.18% hits | AID 2690, 2010;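 active = superoxide response under a set limit, about three screen SD below normal, cut at about 65% in these data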;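 note: yeast aged for seven days with compound at 30 °C before DHE staining; 100% = average MFI of all compound-treated wells on the plate with controls excluded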
proCasp7 act – procaspase-7 activators, primary screen, counter-screen for procaspase-3 activator project, biochemical, absorbance, HTS, human. recombinant procaspase-7, Ac-DEVD-pNA absorbance 405 nm; D23A/D198A/D206A triple mutant, cannot self-cleave; scale: DMSO 0, 5 µM enzyme 100. 330,000 compounds, 0.093% hits. activation, % at 8.5 µM;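 active = percent activation above the screen-wide mean plus 3 SD, cut at about 25% in these data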
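System: Procaspase-7 triple mutant (PC-7 D3A); measure: % activation from two-timepoint absorbance difference, scaled to controls; times: 1 h compound preincubation, 2 h substrate cleavage, 25 °C; also added: Ac-DEVD-pNA substrate, 400 µM as added; measured by: Epi-absorbance of released pNA at 405 nm, two timepoints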
JMJD2C inh – inhibitors of GASC-1 histone demethylase, primary screen, biochemical, fluorescence, DELFIA europium; 330,000 compounds, 0.069% hits; GST-JMJD2C(1-420) H3K9me3 demethylation; inhibition, % at 2.35 µM; AID 2099, 2009; Lysine-specific demethylase 4C (Homo sapiens), Q9H3R0;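 active = more than half of a compound's replicate wells show inhibition beyond 50%, single wells judged on their own value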;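 note: signal counts dimethyl H3K9 product captured on neutravidin plate; 0% = median of DMSO wells and 100% = 0.3 times that DMSO median; strong numbers were not always called active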
procasp3 activ – activators of human procaspase-3 D3A mutant, primary screen, biochemical, absorbance, PC-3 D3A mutant, single concentration; 330,000 compounds, 0.11% hits; activation, % at 8.5 µM; recombinant procaspase-3 D3A, Ac-DEVD-pNA absorbance 405 nm; Caspase-3 (Homo sapiens), P42574;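 active = activation above the mean of all tested compounds plus 3 SD, cut at about 21% in these data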;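 note: 0% = DMSO alone and 100% = DMSO wells spiked with extra 5 µM PC-3 D3A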
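Assay system – Procaspase-3 D3A mutant, all three cleavage aspartates alanine · Controls – DMSO-only low control, 5 µM PC-3 D3A high control · Schedule – 1 h compound preincubation, 2 h substrate hydrolysis at 25 °C · Signal – 405 nm absorbance of p-nitroaniline, reads at 0 and 120 min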
AHR activator – AHR activators, primary screen, cell-based, luminescence, luciferase reporter, human. Aryl hydrocarbon receptor (Homo sapiens), P35869. AHR-responsive luciferase reporter cells. activation, % at 5 µM. 320,000 compounds, 2.5% hits. AID 2796, 2010; in the data active = activation above about 47%;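 note: 0% = vehicle wells and 100% = reference agonist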
Target sequence (P35869 whole entry, looked up): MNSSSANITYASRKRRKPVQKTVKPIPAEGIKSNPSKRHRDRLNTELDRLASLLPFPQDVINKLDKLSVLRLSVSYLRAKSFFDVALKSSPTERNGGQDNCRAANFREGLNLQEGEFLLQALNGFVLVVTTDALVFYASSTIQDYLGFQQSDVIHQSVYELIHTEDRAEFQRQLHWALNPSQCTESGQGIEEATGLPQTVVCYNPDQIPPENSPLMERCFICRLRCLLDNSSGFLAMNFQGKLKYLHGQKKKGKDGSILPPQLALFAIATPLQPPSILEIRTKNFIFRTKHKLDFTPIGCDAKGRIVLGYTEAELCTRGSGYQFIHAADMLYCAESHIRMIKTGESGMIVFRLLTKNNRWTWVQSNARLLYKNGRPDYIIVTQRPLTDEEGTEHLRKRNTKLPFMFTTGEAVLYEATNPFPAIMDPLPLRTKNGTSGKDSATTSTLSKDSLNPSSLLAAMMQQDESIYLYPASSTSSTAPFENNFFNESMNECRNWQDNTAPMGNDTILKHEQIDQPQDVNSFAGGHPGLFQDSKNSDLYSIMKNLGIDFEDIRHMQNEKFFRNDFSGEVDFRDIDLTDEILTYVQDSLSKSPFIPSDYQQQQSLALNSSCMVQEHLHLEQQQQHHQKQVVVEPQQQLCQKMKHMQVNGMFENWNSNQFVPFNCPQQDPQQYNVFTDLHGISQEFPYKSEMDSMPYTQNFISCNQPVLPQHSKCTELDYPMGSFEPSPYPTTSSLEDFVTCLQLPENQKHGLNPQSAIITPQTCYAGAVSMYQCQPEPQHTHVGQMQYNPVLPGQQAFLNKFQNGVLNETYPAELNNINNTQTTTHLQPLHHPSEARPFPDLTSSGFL
The depositor's hits bear a star; · = not tested or not shown. No enrichment for hits (roughly 3.8% active in at least one column).

SMILES | RPL19A-GFP yeast | MEP2 TOR yeast | LAP4 TOR yeast | Yeast superoxide | proCasp7 act | JMJD2C inh | procasp3 activ | AHR activator
COCCN(CC(=O)Nc1cccc(C)c1C)C(=O)C1(c2ccc(Cl)cc2)CCC1 | 103.0 | 99.7 | 98.8 | 84.0 | 9.0 | 2.3 | 4.0 | 0.2
CS/C(N)=N/S(=O)(=O)c1ccc(NC(C)=O)cc1 | 112.2 | 109.3 | 102.8 | 108.1 | 7.9 | -5.5 | 7.7 | -1.4
Cc1cc(=O)[nH]c(SCc2nc3ccc([N+](=O)[O-])cc3[nH]2)n1 | 100.2 | 99.4 | 91.2 | 79.7 | 1.3 | 1.8 | 4.7 | 5.0
Cc1nnc(SCC2=C(C(=O)O)N3C(=O)C(NC(=O)Cn4nc(C(F)F)c(Cl)c4C)C3SC2)s1 (centres undefined) | 97.2 | 91.9 | 108.4 | 92.2 | -15.7 | -3.7 | -20.4 | 0.1
CCOC(=O)C1=C(CS(=O)(=O)c2ccc(C)c(C)c2)NC(=O)NC1c1ccc(O)cc1 (centres undefined) | 99.1 | 102.2 | 100.3 | 87.2 | -0.8 | -9.6 | 6.0 | 6.9
O=C(COc1ccc(Br)cc1)N/N=C1\SCC(=O)N1c1ccc(F)cc1 | 98.0 | 97.1 | 88.9 | 103.8 | -3.5 | -4.6 | -1.0 | 36.4
CC(=O)Nc1ccc(C(=O)OCC(=O)Nc2ccc(N3CCOCC3)cc2)cc1 | 95.1 | 98.8 | 102.1 | 84.2 | 8.1 | -3.7 | -2.0 | 0.6
C=CCNC(=O)CN(Cc1ccccc1)S(=O)(=O)c1ccc(C)cc1 | 98.8 | 102.8 | 88.2 | 106.0 | 3.0 | 3.4 | -0.3 | 2.1
O=S(=O)(NCc1ccccc1)NCc1ccccc1 | 104.7 | 110.6 | 97.7 | 83.7 | -1.3 | 1.6 | 8.5 | -5.1
Cc1ccc2c(CC(=O)NCc3ccc4c(c3)OCO4)coc2c1 | 93.8 | 90.7 | 99.0 | 107.5 | 3.4 | -1.1 | -0.3 | 10.8
Cc1ccc(-c2csc3ncn(CC(=O)N4CCOCC4)c(=O)c23)cc1 | 103.9 | 106.4 | 99.5 | 102.9 | 6.2 | -0.2 | 6.0 | -3.1
CCCCc1nnc(NC(=O)CSCc2cc(=O)n3ccsc3n2)s1 | 102.6 | 101.9 | 111.6 | 96.8 | -1.1 | 1.5 | 2.1 | 9.6
COc1ccccc1NC1=C(N2CCCCC2)C(=O)c2ccccc2C1=O | 104.2 | 98.3 | 84.3 | 134.3 | -26.5 | -14.4 | -15.2 | 32.9
CC(OC(=O)C12CC3CC(CC(O)(C3)C1)C2)C(N)=O (centres undefined) | 98.0 | 109.8 | 107.7 | 105.3 | -5.7 | 7.3 | 1.5 | -0.2
COc1cccc(N2CCN(S(=O)(=O)c3ccc4c(c3)CC(C)N4C(=O)C3CC3)CC2)c1 (centres undefined) | 107.3 | 109.1 | 115.3 | 98.9 | -3.1 | 4.2 | 6.4 | 0.8

In a second layout: 3 of the compounds above.
C=CCNC(=O)CN(Cc1ccccc1)S(=O)(=O)c1ccc(C)cc1
  RPL19A-GFP yeast = 98.8; MEP2 TOR yeast = 102.8; LAP4 TOR yeast = 88.2; Yeast superoxide = 106.0; proCasp7 act = 3.0; JMJD2C inh = 3.4; procasp3 activ = -0.3; AHR activator = 2.1

O=S(=O)(NCc1ccccc1)NCc1ccccc1
  RPL19A-GFP yeast = 104.7; MEP2 TOR yeast = 110.6; LAP4 TOR yeast = 97.7; Yeast superoxide = 83.7; proCasp7 act = -1.3; JMJD2C inh = 1.6; procasp3 activ = 8.5; AHR activator = -5.1

O=C(COc1ccc(Br)cc1)N/N=C1\SCC(=O)N1c1ccc(F)cc1
  RPL19A-GFP yeast = 98.0; MEP2 TOR yeast = 97.1; LAP4 TOR yeast = 88.9; Yeast superoxide = 103.8; proCasp7 act = -3.5; JMJD2C inh = -4.6; procasp3 activ = -1.0; AHR activator = 36.4

The listing continues:
SMILES | RPL19A-GFP yeast | MEP2 TOR yeast | LAP4 TOR yeast | Yeast superoxide | proCasp7 act | JMJD2C inh | procasp3 activ | AHR activator
Cc1nc(-n2[nH]c3c(c2=O)CCCC3)[nH]c(=O)c1Cc1ccccc1 | 96.8 | 96.9 | 123.0 | 108.3 | -14.7 | 14.3 | -7.0 | 2.6
O=C1CN(S(=O)(=O)c2cccc(Cl)c2Cl)c2ccccc2N1 | 101.5 | 102.0 | 105.9 | 100.5 | 6.5 | 3.6 | -2.1 | 2.7
CCOC(=O)Cn1ncc(-c2ccccc2)c1N | 104.5 | 99.2 | 99.9 | 98.3 | 6.0 | 1.0 | 0.6 | 8.8
CC1CC(C)CN(C(=S)Nc2ccc(OC(F)F)cc2)C1 (centres undefined) | 103.5 | 108.2 | 103.8 | 124.4 | -9.3 | -1.7 | -14.2 | 83.2*
CC(=O)NCCn1c(SCC(=O)OCc2ccccc2)nc2ccccc2c1=O | 99.1 | 103.6 | 105.1 | 108.9 | 14.0 | -2.9 | -1.3 | -0.6
CCOC(=O)c1c(NC(=O)CN2C(=O)NC(C)(c3ccc(Cl)cc3)C2=O)sc(C(=O)NC)c1C (centres undefined) | 105.5 | 96.9 | 90.5 | 103.3 | -6.4 | 1.0 | 5.8 | 21.6
COc1cccc(CN(Cc2ccco2)C(c2ccc(F)cc2)c2nnnn2C(C)(C)C)c1 (centres undefined) | 92.5 | 92.1 | 91.6 | 103.4 | -5.0 | 10.1 | -8.2 | 0.5
CCOC(=O)Cn1c(=O)oc2cc(S(=O)(=O)Nc3ccc(F)cc3)ccc21 | 97.6 | 105.8 | 96.7 | 92.3 | 4.8 | 1.9 | 1.5 | 0.8
O=C(O)CCN1C(=O)C2C3c4ccccc4C(c4ccccc43)[C@@H]2C1=O (some centres undefined) | 99.6 | 99.2 | 90.0 | 101.2 | 13.0 | 0.0 | 1.7 | -0.2
Clc1ccc(-c2nnc3sc(Cc4cccs4)nn23)cc1 | 100.9 | 114.4 | 111.4 | 112.6 | 7.7 | 0.3 | 1.9 | 40.4
S=C(NCCc1ccc(Cl)cc1)NC1CCCC1 | 102.5 | 111.9 | 124.1 | 113.6 | -3.8 | 3.1 | -3.9 | 3.2
Cc1ccccc1Cn1nc(C)c(NC(=O)c2cc3n(n2)C(C(F)F)CC(C(F)F)N3)c1C (centres undefined) | 103.9 | 101.0 | 108.0 | 101.9 | 6.7 | · | 1.6 | 3.5
Cc1sc2nc(CSCC(=O)Nc3ccc(N4CCOCC4)cc3)[nH]c(=O)c2c1C | 106.1 | 107.9 | 102.8 | 96.2 | -1.7 | -21.1 | 4.0 | 29.3
NC(=O)NCCCC(NC(=O)c1ccc(C#CC2(O)CCCCC2)cc1)C(=O)O (centres undefined) | 94.7 | 95.0 | 98.6 | 91.8 | -5.4 | -12.4 | -6.8 | 1.3
CC(C)NC(=O)CCCn1c(=S)[nH]c2cc3c(cc2c1=O)OCO3 | 101.5 | 101.9 | 104.3 | 109.9 | -5.4 | -18.8 | -1.7 | 13.6
CCN(CCO)C(=O)C12CCC(C)(C(=O)C1)C2(C)C (centres undefined) | 98.4 | 101.7 | 103.8 | 84.7 | 7.3 | -4.5 | 3.9 | -2.7
O=C(Nc1cccc2ccccc12)c1ccccc1 | 106.3 | 104.6 | 101.0 | 83.1 | 3.5 | 3.5 | -3.6 | -0.1
Cc1cccc(NS(=O)(=O)c2cccc(C(=O)N3CCN(c4ccccn4)CC3)c2)c1 | 91.8 | 92.7 | 94.6 | 98.2 | 1.6 | 9.4 | 2.4 | 5.9
CC1=C(C(=O)Nc2ccc(C)cc2C)C(c2ccc(Cl)cc2)n2nc(C(=O)OC(C)C)nc2N1 (centres undefined) | 102.8 | 109.5 | 95.4 | 88.5 | 0.6 | 14.3 | -1.7 | 4.6
O=C(Nc1ccnn1C1CCN(CCCC2CCCC2)CC1)c1ccccc1Cl | 100.0 | 89.7 | 91.1 | 97.2 | 2.2 | -1.4 | 7.1 | -1.3
FC(F)(F)c1cnc(NNC(=S)Nc2cccnc2)c(Cl)c1 | 100.6 | 100.3 | 103.6 | 102.4 | -12.7 | -0.2 | -13.2 | 44.5
C=CCNC(=S)/N=c1\sccn1C | 91.1 | 91.9 | 82.8 | 104.0 | 7.1 | 0.0 | -1.7 | 6.5
O=P(Cc1ccccc1)(c1ccccc1)c1ccccc1 | 97.9 | 106.6 | 86.8 | 111.0 | 7.0 | -1.5 | 10.7 | 0.1
COc1ccc(/C=C(\NC(=O)c2ccc(C)cc2)C(=O)NCCCn2ccnc2)cc1OC | 102.8 | 101.9 | 101.6 | 91.8 | 2.8 | 6.5 | -4.2 | 0.3
COc1cc(C2=NOC(C(=O)NCc3ccc(F)cc3)C2)cc(OC)c1OC (centres undefined) | 92.1 | 95.5 | 88.4 | 90.8 | 13.0 | -3.6 | 10.8 | -0.1
COC(=O)C(Cc1cnc(Cl)s1)(C(=O)OC)c1ccccc1[N+](=O)[O-] | 101.4 | 100.2 | 102.5 | 83.9 | 5.6 | -17.1 | -2.7 | -0.4
Cc1cc(NC(=O)c2cc3n(n2)C(C(F)(F)F)CC(c2ccco2)N3)no1 (centres undefined) | 96.6 | 98.7 | 105.0 | 111.2 | 5.8 | 1.1 | -4.9 | 4.8
Cc1ccc(N/C(CSC(N)=O)=N/S(=O)(=O)c2ccccc2)cc1 | 103.9 | 99.9 | 104.0 | 92.7 | -7.0 | 1.2 | 0.1 | 4.1
Cc1nn(-c2cc(C(F)(F)F)ccc2Cl)c2nc(C(Cl)(Cl)Cl)[nH]c(=O)c12 | 97.7 | 92.4 | 99.9 | 115.9 | -1.1 | -5.0 | 6.7 | 0.3
CCOc1ccc(Br)cc1S(=O)(=O)Nc1ccc(C(=O)Nc2ccc(C)cc2)cc1 | 96.9 | 94.7 | 92.7 | 107.8 | 2.3 | -1.6 | 5.5 | 3.6
NS(=O)(=O)c1ccc(NC(=O)COC(=O)/C(=C/c2cccs2)c2cccs2)cc1 | 96.2 | 95.7 | 93.7 | 99.7 | 4.5 | 9.5 | -3.0 | 1.1
O=C(c1ccco1)N1CCN(C(c2ccccc2F)c2nnnn2Cc2cccs2)CC1 (centres undefined) | 91.9 | 97.0 | · | 112.2 | 1.7 | -0.9 | -0.1 | 0.2
COCC(=O)Nc1ccc2c(c1)OCC(=O)N2Cc1ccc(C)cc1 | 102.8 | 106.7 | 102.0 | 98.7 | 13.4 | -9.1 | 1.0 | 3.9
CN1CCc2cc(O)c(O)cc2C(c2ccccc2)C1 (centres undefined) | 95.1 | 95.5 | 106.1 | 86.5 | -24.6 | · | -6.8 | -4.5
O=C(CCc1ccccc1)NNC(=O)c1ccncc1 | 101.7 | 100.1 | 100.0 | 103.3 | 7.6 | 1.6 | -3.9 | 3.5

Screening results: PubChem, several laboratories
